# Source: PubChem BioAssay (several laboratories)
# PfM18AAP inh = blocks P. falciparum M18 aspartyl aminopeptidase; inhibition, % at 7.35 µM; recombinant PfM18AAP, H-Glu-NHMec fluorogenic cleavage; 290,000 tested, 1.2% active;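 active = inhibition above the campaign mean inhibition over all tested compounds plus 3 SD, cut at about 28% in these data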;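 also: 0% = plate median of test compound wells and 100% = 2 mM ZnCl2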
# MEKK2mut PB1 HTS = signal of MEK5 binding to mutant human MEKK2 PB1 domain | bead flow cytometry, Alexa488-MEK5 binding to MEKK2 mutant | percent response, % at 10 µM | AID 1530 | 290,000 tested, 0.35% active; in the data active = percent response above about 24%, passing the limit was not always enough; also: inactives centre near 1; some results filed as inactive read as strong as hits; reference of the scale not given here
# IDE cell activ = IDE (human) activation, cell-based. P14735. HEK cells, FAbeta-B cleavage, fluorescence polarization; 0% vehicle, 100% cell-free pure enzyme wells. activation, % at 5.96 µM. 340,000 tested, 0.073% active;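 active = activation above the mean of all tested compounds plus 3 SD, set per screening campaign, cut at about 17% in these data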
# Target sequence (P14735 whole entry, looked up): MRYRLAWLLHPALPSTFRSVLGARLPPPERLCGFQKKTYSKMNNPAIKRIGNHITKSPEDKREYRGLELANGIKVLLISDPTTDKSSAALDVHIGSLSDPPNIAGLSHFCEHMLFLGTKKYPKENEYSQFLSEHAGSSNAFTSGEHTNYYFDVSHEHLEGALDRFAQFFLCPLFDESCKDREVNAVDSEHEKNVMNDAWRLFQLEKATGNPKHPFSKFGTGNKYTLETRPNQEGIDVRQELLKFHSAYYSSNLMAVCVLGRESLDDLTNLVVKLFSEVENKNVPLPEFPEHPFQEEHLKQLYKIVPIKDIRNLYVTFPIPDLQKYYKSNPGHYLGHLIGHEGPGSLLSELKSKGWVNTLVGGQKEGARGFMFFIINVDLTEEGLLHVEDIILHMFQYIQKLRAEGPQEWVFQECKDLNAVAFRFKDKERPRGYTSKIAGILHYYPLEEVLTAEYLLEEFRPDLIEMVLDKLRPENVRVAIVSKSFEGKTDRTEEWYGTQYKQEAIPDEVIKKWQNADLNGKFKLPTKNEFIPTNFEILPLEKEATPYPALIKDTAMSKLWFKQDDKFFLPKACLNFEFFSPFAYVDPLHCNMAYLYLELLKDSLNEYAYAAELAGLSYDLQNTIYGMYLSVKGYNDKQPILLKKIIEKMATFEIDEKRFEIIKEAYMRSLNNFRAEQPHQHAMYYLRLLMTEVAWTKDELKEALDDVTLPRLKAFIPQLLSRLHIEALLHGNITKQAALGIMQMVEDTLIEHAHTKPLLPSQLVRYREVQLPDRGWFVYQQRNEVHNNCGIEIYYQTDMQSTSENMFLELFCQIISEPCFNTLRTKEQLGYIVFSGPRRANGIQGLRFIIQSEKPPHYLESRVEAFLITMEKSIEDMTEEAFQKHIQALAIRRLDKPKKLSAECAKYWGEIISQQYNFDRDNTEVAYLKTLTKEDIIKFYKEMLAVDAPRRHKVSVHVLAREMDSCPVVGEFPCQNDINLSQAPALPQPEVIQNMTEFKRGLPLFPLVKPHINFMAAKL
# UBC9 SUMO inh = inhibitors of human SUMOylation (UBC9); HTRF SUMOylation assay, SAE1/SAE2 + UBC9, in vitro; 290,000 tested, 0.36% active; AID 2006; inhibition, % at 35 µM; P63279; in the data active = inhibition above about 50%, passing the limit was not always enough; also: strong numbers were not always called active
# MEKK2 WT-MEK5 = raises or lowers MEK5 binding to wildtype human MEKK2 PB1 domain. Q9Y2U5. bead flow cytometry, Alexa488-MEK5 binding to MEKK2 WT; actives lie on both sides. binding response (% of control), % at 10 µM. 290,000 tested, 1.1% active; in the data active = binding response below about 67% or above about 130%
# p-CIP stab down = lowers stability of the mouse p/CIP coactivator protein | Q05BA5 | F442A p/CIP-EGFP cells, EGFP fluorescence, 16 h | decrease of EGFP signal, % at 10 µM | 290,000 tested, 0.01% active;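 active = EGFP signal decrease of at least 30% at 10 µM or well 3 SD below plate mean, unless failing retest; inactive = the rest, including hits failing retest or dose response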; also: some compounds called inactive have numbers as strong as hits; many of its hits are not listed in these tables
# MEKK3 PB1 HTS = MEKK3-MEK5 PB1 interaction, increase or decrease; Q99759; bead-based flow cytometry, Alexa488-MEK5 binding to MEKK3; actives lie on both sides; 0 = blocked by unlabeled MEK5, 100 = vehicle; binding response (% of control), % at 10 µM; 290,000 tested, 1.4% active;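 active = binding response more than 3 SD above or below the average of its plate-row segment, actives on both sides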;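 also: Alexa488 bead fluorescence after subtracting the streptavidin-only scavenger bead signal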
# IDE cell inh = inhibitors of human insulin-degrading enzyme in cells. P14735. HEK cells, FAbetaB cleavage, fluorescence polarization. inhibition, % at 5.59 µM. 320,000 tested, 0.41% active. AID 434962;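 active = percent inhibition above the average of all tested compounds plus 3 SD, set per screening campaign, cut at about 16% in these data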;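 also: IDE supplied by intact live HEK cells; FP after avidin binding of uncleaved biotin substrate so inhibition keeps polarization high; 0% = DMSO wells and 100% = 60 µM reference IDE inhibitor Ii1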
# NALP1 yeast inh = inhibitors of NALP1 inflammasome in yeast; S. cerevisiae NALP1/ASC/caspase-1 growth, X-gal OD620, 72 h; inhibition, % at 10 µM; 280,000 tested, 0.61% active; in the data active = inhibition mostly above about 24%, no sharp cut-off; inactive = mostly below about 32%; also: some compounds called inactive have numbers as strong as hits
# Starred values were filed as active, the others as inactive; · = not tested or not shown. This is a subset; the hit share may differ from the screen's.
SMILES	MEKK2mut PB1 HTS	UBC9 SUMO inh	NALP1 yeast inh	IDE cell inh	PfM18AAP inh	p-CIP stab down	MEKK2 WT-MEK5	IDE cell activ	MEKK3 PB1 HTS
CC(C)(C)NC(=O)NC(=O)COC(=O)c1cccc(S(=O)(=O)N2CCCCC2)c1	0.0	-0.9	28.9	-3.0	-5.4	-4.4	102.0	6.4	98.0
COc1cc(O)c(C(CC(=O)N2CCOCC2)c2ccc3c(c2)OCO3)c(OC)c1 (stereo not drawn)	5.0	10.9	1.8	1.4	·	-4.4	122.0	5.5	110.0
COc1ccccc1N1CCN(C(=O)Cn2nc(C(F)(F)F)c3c2CCC3)CC1	6.0	-18.8	25.8	-4.2	-3.5	-2.4	103.0	4.6	103.0
S=C1NCN(Cc2cccnc2)CN1	0.0	-30.5	-6.0	0.2	-0.4	5.7	103.0	·	102.0
Cc1ccccc1CN(C)C(C)C(=O)Nc1ccccc1F (stereo not drawn)	1.0	3.7	-5.0	-1.0	-10.5	-8.2	101.0	3.1	104.0
CC1CCCC(C)N1CCCNC(=O)CN1C(=O)c2cccnc2Oc2ccc(Cl)cc21 (stereo not drawn)	3.0	3.9	5.0	7.6	-2.8	0.0	111.0	2.7	101.0
CC(=O)c1c(C(C)=O)c(C)n(-c2cccc3cccnc23)c1C	-11.0	-2.0	1.3	-1.0	3.9	-5.3	92.0	1.7	99.0
COCCN(Cc1cc2cc(C)ccc2n2nnnc12)C(=S)Nc1ccc(C)cc1	-6.0	-81.7	-0.1	4.5	-10.7	2.6	97.0	0.7	102.0
COCCNC(=S)N1CCC(NC(=O)c2ccco2)CC1	-9.0	-18.3	-0.1	4.9	-3.7	4.8	96.0	2.7	103.0
Nc1cc(OC(=O)c2cccs2)nn1S(=O)(=O)c1ccccc1	2.0	-6.1	26.6	0.7	-13.8	1.2	109.0	0.8	107.0
CCc1nnc(NC(=O)c2ccc(S(=O)(=O)N3CCN(Cc4ccccc4)CC3)cc2)s1	-1.0	21.9	25.0	-0.7	2.5	1.7	95.0	6.9	93.0
Cc1csc(NC(=O)C2CCCO2)n1 (stereo not drawn)	2.0	-3.5	0.2	10.9	1.2	-2.2	106.0	7.1	104.0
Cc1ccccc1C(=O)c1cccn1CC(=O)NCc1ccc(F)cc1	2.0	·	11.1	4.5	0.7	-12.1	98.0	0.9	102.0
Cc1cc(C)cc(N(C(=O)c2cc3ccccc3oc2=O)C2C=CS(=O)(=O)C2)c1 (stereo not drawn)	0.0	8.3	18.0	7.4	-1.8	-8.2	110.0	2.4	141.0*
O=C(N/C(=C\c1cccc([N+](=O)[O-])c1)C(=O)N(CCO)CCO)c1ccco1	-4.0	6.5	6.2	3.3	-1.1	-3.0	93.0	1.6	98.0
COC(=O)C1=C(C)NC(=O)NC1c1ccco1 (stereo not drawn)	-5.0	8.1	16.3	-3.9	1.2	-6.0	95.0	-0.8	104.0
CCc1ccc(/C=C2\Oc3ccc(C(=O)OC)cc3C2=O)cc1	-1.0	-24.2	4.7	-1.7	4.1	6.2	98.0	1.2	96.0
Cn1c(=O)c(=O)n(C)c2cc(S(=O)(=O)N3CCN(C4CCCCC4)CC3)ccc21	4.0	-5.0	25.2	-0.7	7.7	4.6	97.0	4.6	97.0
COc1cc(C(F)(F)F)c(C(=O)N(C)c2ccc(Cl)cc2)cn1	-10.0	18.4	15.2	1.6	-5.5	-13.8	94.0	4.6	99.0
O=C(CSc1ccccc1F)NC1CCS(=O)(=O)C1 (stereo not drawn)	-1.0	19.0	11.4	2.6	-11.3	2.1	102.0	2.4	104.0
O=C(NCCNc1ccc([N+](=O)[O-])cc1C(F)(F)F)c1ccc(F)cc1	-1.0	2.4	24.9	4.2	2.7	-4.1	101.0	4.0	97.0
CCCCOC(=O)c1ccc(Nc2ccc([N+](=O)[O-])cn2)cc1	3.0	1.7	7.9	2.1	-7.5	-9.6	108.0	4.7	105.0
CC(C)N(CC#CC(O)(c1ccccc1)c1ccccc1)C(C)C	-8.0	4.3	13.2	4.6	-4.4	-6.0	93.0	4.7	90.0
O=c1cnnc(N/N=C/c2ccccn2)[nH]1	-1.0	-69.6	·	5.9	7.6	-5.5	98.0	3.8	101.0

# Some of these compounds in order of length of the SMILES, rising:
SMILES	MEKK2mut PB1 HTS	UBC9 SUMO inh	NALP1 yeast inh	IDE cell inh	PfM18AAP inh	p-CIP stab down	MEKK2 WT-MEK5	IDE cell activ	MEKK3 PB1 HTS
O=C(CSc1ccccc1F)NC1CCS(=O)(=O)C1 (stereo not drawn)	-1.0	19.0	11.4	2.6	-11.3	2.1	102.0	2.4	104.0
CC(C)N(CC#CC(O)(c1ccccc1)c1ccccc1)C(C)C	-8.0	4.3	13.2	4.6	-4.4	-6.0	93.0	4.7	90.0
COc1cc(C(F)(F)F)c(C(=O)N(C)c2ccc(Cl)cc2)cn1	-10.0	18.4	15.2	1.6	-5.5	-13.8	94.0	4.6	99.0

# Later entries
SMILES	MEKK2mut PB1 HTS	UBC9 SUMO inh	NALP1 yeast inh	IDE cell inh	PfM18AAP inh	p-CIP stab down	MEKK2 WT-MEK5	IDE cell activ	MEKK3 PB1 HTS
COc1cccc(N2C(=O)N(c3ccccc3)C3CS(=O)(=O)CC32)c1 (stereo not drawn)	-5.0	5.4	1.4	-2.5	0.2	-0.6	98.0	0.0	99.0
O=C(NCc1ccccn1)C(=O)NCC1OCCN1S(=O)(=O)c1ccc([N+](=O)[O-])cc1 (stereo not drawn)	1.0	17.1	15.1	-2.3	4.1	-4.8	102.0	4.3	103.0
O=C(O)CSc1nc(-c2ccccc2)cc(=O)[nH]1	4.0	26.0	4.5	-1.2	-7.4	-2.3	109.0	1.2	104.0
CC(C)N(C(=O)Cn1cc(S(=O)(=O)CC(=O)NCc2ccc(F)cc2)c2ccccc21)C(C)C	2.0	-0.1	4.8	0.4	1.7	-19.3	102.0	3.5	99.0
CCCCNC(=O)C(=O)N/N=C/c1cccc(Br)c1	1.0	8.4	46.5	0.3	-9.2	1.0	99.0	1.2	103.0
COCCn1c(=O)sc2ccccc2c1=O	1.0	-9.5	-22.9	2.3	-1.5	-1.4	105.0	4.2	96.0
O=C(O)Cn1cnc2c(=S)nc[nH]c21	-4.0	7.0	-6.2	-3.9	57.3*	7.5	99.0	-0.4	97.0
Clc1ccc(CSc2ncccn2)cc1	8.0	-12.9	32.9	9.7	0.0	-8.1	119.0	0.0	101.0
O=C(CN1C(=O)CSc2ccc(S(=O)(=O)N3CCOCC3)cc21)NCCCN1CCc2ccccc2C1	9.0	18.1	29.0	4.5	-2.3	3.2	108.0	0.7	104.0
O=C(Nc1nc(-c2ccncc2)cs1)C1c2ccccc2Oc2ccccc21	0.0	-19.1	37.4	4.0	-6.7	9.6	104.0	-4.1	101.0
COC(=O)C1=CO[C@@H](O[C@@H]2OC(CO)[C@@H](O)[C@@H](O)[C@@H]2O)C2C1CC[C@]2(C)O (stereo partly drawn)	4.0	·	·	-1.2	·	·	106.0	0.8	106.0
CC(=O)C1=C(O)C(=O)N(CCNCCO)C1c1ccccc1 (stereo not drawn)	·	18.8	-1.1	-2.4	-1.8	-4.7	·	2.9	·
O=C(CNC(=O)C1CCCCC1)OCc1cc(=O)oc2ccc3ccccc3c12	7.0	24.2	27.1	3.1	1.2	-1.4	86.0	-0.8	93.0
O=C(O)/C=C\C(=O)N1CCc2ccccc21	4.0	4.7	0.3	0.7	-0.8	3.2	77.0	4.9	102.0
O=C(O)c1cc(S(=O)(=O)Nc2ccc3oc(=O)sc3c2)ccc1O	0.0	11.9	-5.6	-0.8	50.9*	-2.5	94.0	·	99.0
COc1ccc(-n2cc(CNC(C)c3ccncn3)c(-c3cccc(F)c3)n2)cc1 (stereo not drawn)	-9.0	17.9	-4.0	1.9	2.8	9.4	106.0	3.6	112.0
Cc1[nH]n(-c2ccccc2)c(=O)c1C(C[N+](=O)[O-])c1ccc(Cl)cc1 (stereo not drawn)	-3.0	9.1	107.8*	1.4	28.5*	-21.0	91.0	-8.7	88.0
CCOc1ccccc1N1CCN(C(=O)NC(C)c2ccc(F)c(F)c2)CC1 (stereo not drawn)	-5.0	-8.5	1.3	1.7	-4.0	-1.8	94.0	2.9	101.0
CCN(Cc1ccccc1)C1CCN(Cc2ccc(SC)cc2)CC1	7.0	20.6	27.8*	-0.7	-0.2	-16.8	104.0	0.2	89.0
CCOC(=O)N1CCN(S(=O)(=O)c2c(C)nn(C)c2C)CC1	0.0	14.1	4.4	-1.4	-1.6	1.6	95.0	5.5	99.0
NS(=O)(=O)c1ccc(CCNC(=O)C2Cc3ccccc3CN2C(=O)c2ccco2)cc1 (stereo not drawn)	2.0	-3.9	-0.4	0.0	-12.3	-5.2	99.0	3.1	104.0
CCOC(=O)N1CCN(CC(O)COc2ccc(-c3ccccc3)cc2)CC1 (stereo not drawn)	7.0	0.8	15.5	16.6*	-0.3	-6.1	112.0	-16.7	97.0
CCC(=O)Nc1ccc2oc(-c3ccccc3Br)nc2c1	10.0	12.4	30.7	1.8	-5.5	-8.3	105.0	-5.7	105.0
Cc1ccc(S(=O)(=O)N2CCC(C(=O)N[C@H](C(=O)N3CCN(C)CC3)C(C)C)CC2)cc1	2.0	-8.6	8.0	2.6	-0.3	1.4	95.0	3.1	98.0
CCCCCNC(=O)c1ccc2c(c1)ncn2-c1ccc(OC)cc1	8.0	17.5	-2.4	0.2	0.6	-8.1	109.0	1.4	107.0
CCOC(=O)c1ccc(Oc2cn[nH]c2-c2ccc(OCC(=O)NN)cc2O)cc1	5.0	10.0	6.5	-0.3	-6.0	-12.9	104.0	0.5	108.0
Cn1cc(C(=O)C(=O)NCCc2ccccc2)c2ccccc21	10.0	-11.5	-3.4	·	-4.2	-17.2	104.0	2.5	106.0
Cc1cccc(NC(=O)CCN2CCCCC2)c1	4.0	12.2	-1.5	-1.4	7.8	0.4	103.0	0.4	100.0
COc1cc(NC(=O)CSc2nnc3c(n2)[nH]c2ccc(S(=O)(=O)NC(C)C)cc23)cc(OC)c1OC	-1.0	22.1	1.1	3.5	0.4	-8.0	99.0	2.0	115.0
Cc1c(Cl)cccc1NC(=S)N1CCN(S(=O)(=O)c2cccs2)CC1	-6.0	-6.3	-16.8	-0.3	-6.7	2.8	95.0	-1.1	107.0
CC(C)[C@H](NC(=O)Nc1ccc2c(c1)OCCO2)C(=O)O	10.0	1.6	22.6	-0.7	-7.6	0.2	106.0	-3.0	104.0
COc1cccc2cc(C(C)N(CCCN3CCOCC3)C(=S)Nc3cc(C)ccc3C)oc12 (stereo not drawn)	-3.0	1.4	3.2	2.4	-13.0	-1.5	104.0	9.3	107.0
COc1ccc(-c2cn(CCO)nc2-c2ccc(OC)cc2)cc1	0.0	19.9	21.6	0.1	-1.9	4.1	103.0	-0.4	100.0
Cc1nc2ccc(S(=O)(=O)NCC(=O)Nc3cccc(F)c3)cc2s1	-12.0	19.4	-10.9	-3.0	-0.3	-6.9	98.0	3.9	100.0
NC(=O)COC(=O)CCCc1nc2ccccc2s1	1.0	7.3	9.3	-2.8	1.1	4.2	100.0	3.4	101.0
CCCCOC(=O)C1=C(C)NC2(O)c3ccccc3C(=O)C12O (stereo not drawn)	-5.0	19.3	11.7	4.4	6.4	-10.2	94.0	-0.3	88.0
O=c1nc(Nc2ccc(Br)cc2)sc2ccc([N+](=O)[O-])cc12	9.0	·	·	0.6	10.6	-4.3	100.0	-8.7	118.0
